AHR activator: AHR activators, primary screen, cell-based, luminescence, luciferase reporter, human; AHR-responsive luciferase reporter cells; activation, % at 5 µM; 2.5% of 320,000 active; in the data active = activation above about 47%;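 also: 0% = vehicle wells and 100% = reference agonist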
proCasp7 act: procaspase-7 activators, primary screen, counter-screen for procaspase-3 activator project, biochemical, absorbance, HTS, human; activation, % at 8.5 µM; 0.093% of 330,000 active; Caspase-7 (Homo sapiens), P55210; recombinant procaspase-7, Ac-DEVD-pNA absorbance 405 nm; D23A/D198A/D206A triple mutant, cannot self-cleave; scale: DMSO 0, 5 µM enzyme 100; AID 463210, 2010;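 active = percent activation above the screen-wide mean plus 3 SD, cut at about 25% in these data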
Target sequence (P55210 whole entry D23A/D198A/D206A): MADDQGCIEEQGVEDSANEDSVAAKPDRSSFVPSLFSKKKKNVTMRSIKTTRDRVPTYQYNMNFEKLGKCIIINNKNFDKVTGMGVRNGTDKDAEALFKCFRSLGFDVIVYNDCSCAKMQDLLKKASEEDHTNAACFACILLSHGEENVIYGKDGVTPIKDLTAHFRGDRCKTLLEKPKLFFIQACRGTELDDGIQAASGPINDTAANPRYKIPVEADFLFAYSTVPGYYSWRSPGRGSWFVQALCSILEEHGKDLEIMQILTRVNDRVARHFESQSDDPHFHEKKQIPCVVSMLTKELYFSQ
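Test system: Procaspase-7 triple mutant (PC-7 D3A). Also added: Ac-DEVD-pNA substrate, 400 µM as added. Schedule: 1 h enzyme–compound preincubation and 2 h substrate reaction, both 25 °C. Signal: p-Nitroaniline absorbance at 405 nm, read at 0 and 120 min. Control set: low DMSO alone, high DMSO plus 5 µM PC-7.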
proCasp3 act: activators of human procaspase-3 D3A mutant, primary screen, biochemical, absorbance, PC-3 D3A mutant, single concentration; Caspase-3 (Homo sapiens), P42574; recombinant procaspase-3 D3A, Ac-DEVD-pNA absorbance 405 nm; activation, % at 8.5 µM; 0.11% of 330,000 active; AID 463141, 2010;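 active = activation above the mean of all tested compounds plus 3 SD, cut at about 21% in these data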;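 also: 0% = DMSO alone and 100% = DMSO wells spiked with extra 5 µM PC-3 D3A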
Target sequence (P42574 whole entry D9A/D28A/D175A): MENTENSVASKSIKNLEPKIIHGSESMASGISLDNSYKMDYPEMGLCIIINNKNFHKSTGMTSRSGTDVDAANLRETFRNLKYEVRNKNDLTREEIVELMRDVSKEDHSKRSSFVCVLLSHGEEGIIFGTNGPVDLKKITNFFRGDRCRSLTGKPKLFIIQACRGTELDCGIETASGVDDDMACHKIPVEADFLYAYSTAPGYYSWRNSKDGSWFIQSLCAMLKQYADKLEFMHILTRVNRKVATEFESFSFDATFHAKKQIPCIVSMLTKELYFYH
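Test system: Procaspase-3 D3A mutant; medium: Zinc-free HEPES/NaCl buffer with 0.01% Triton X-100 at pH 7.4; reagent: DEVD-pNA substrate; doses: one concentration, 8.5 µM nominal, 0.8% DMSO; times: 1 h preincubation plus 2 h reaction at 25 °C; signal: Epi-absorbance at 405 nm of released p-nitroaniline, 0 and 120 min; replicates: singlicate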
RPL19A-GFP yeast: RPL19A-GFP expression modulators in yeast, primary screen, cell-based, S. cerevisiae, multiplex flow cytometry, MLPCN; AID 2025, 2009; S. cerevisiae RPL19A-GFP strain, 3 h; hits give low values; percent response vs DMSO, % at 10 µM; 0.3% of 330,000 active;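 active = percent response vs DMSO below 50%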;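 also: median channel GFP fluorescence of the barcoded RPL19A-GFP strain; ratio of sample median GFP to plate DMSO average so 100% = DMSO; lower means less RPL19A-GFP as with rapamycin TOR inhibition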
CIT2-GFP yeast: modulators of CIT2-GFP expression in yeast, primary screen, S. cerevisiae, GFP fusion, multiplex flow cytometry, MLPCN library | S. cerevisiae CIT2-GFP strain, 3 h; 100 means same as DMSO wells | 0.065% of 320,000 active | AID 2029, 2009 | GFP response vs DMSO, % at 10 µM;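 active = GFP response relative to DMSO above a set limit, near the screen mean plus 3 SD, cut at about 150% in these data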;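 also: ratio of well median GFP fluorescence to mean of DMSO wells on the plate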
AGP1 TOR yeast: modulators of AGP1-GFP expression in yeast TOR pathway, primary screen, cell-based, multiplex flow cytometry, S. cerevisiae, MLPCN library; 3 h; GFP as percent of DMSO wells; GFP response vs DMSO, % at 10 µM; 0.02% of 320,000 active;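 active = GFP response relative to DMSO above a set limit, near screen average plus 3 SD, cut at about 150% in these data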;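 also: median GFP channel fluorescence of the gated AGP1 strain per well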
LAP4-GFP MLPCN: modulators of LAP4-GFP expression in yeast, primary screen, S. cerevisiae, multiplex flow cytometry, MLPCN library. 3 h; median GFP as percent of DMSO wells. GFP response vs DMSO, % at 10 µM. 0.34% of 320,000 active. AID 2023, 2009;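 active = GFP response vs DMSO above a set limit, about the screen mean plus 3 SD, cut at about 150% in these data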
MEP2-GFP yeast: modulators of MEP2-GFP levels in yeast, primary screen, S. cerevisiae, multiplex flow cytometry, MLPCN library; AID 2016, 2009; GFP response vs DMSO, % at 10 µM; S. cerevisiae MEP2-GFP strain, 3 h; 100% = DMSO control level; 0.51% of 330,000 active;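 active = GFP response versus DMSO above a set limit, roughly screen mean plus 3 SD, cut at about 180% in these data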;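 also: median GFP fluorescence of the barcode-gated MEP2-GFP cells per well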
Active calls of the source: *.

`COc1ccc(NC(=O)Nc2ccccc2F)c([N+](=O)[O-])c1` gave AHR activator 1, proCasp7 act 2, proCasp3 act 7, RPL19A-GFP yeast 109, CIT2-GFP yeast 104, AGP1 TOR yeast 105, LAP4-GFP MLPCN 101 and MEP2-GFP yeast 104.
Cc1ccc(C)n1-c1ccc(C(=O)NCc2ccncc2)cc1 was read as AHR activator -1, proCasp7 act -4, proCasp3 act -5, RPL19A-GFP yeast 89, CIT2-GFP yeast 87, AGP1 TOR yeast 96, LAP4-GFP MLPCN 102 and MEP2-GFP yeast 94.
Screening CN(CCOc1ccccc1)C(=O)c1ccc2c(=O)n3c(nc2c1)CCC3 returned AHR activator -1, proCasp7 act 0, proCasp3 act 9, RPL19A-GFP yeast 96, CIT2-GFP yeast 107, AGP1 TOR yeast 108, LAP4-GFP MLPCN 109 and MEP2-GFP yeast 101.
COc1ccc(C(=O)NC(=S)Nc2cccc3nc(C)ccc23)cc1OC was read as AHR activator 0, proCasp7 act -13, proCasp3 act -16, RPL19A-GFP yeast 103, CIT2-GFP yeast 93, AGP1 TOR yeast 110, LAP4-GFP MLPCN 114 and MEP2-GFP yeast 109.
For CCOc1ccc2[nH]c(=O)c(CN(CCc3ccccc3)C(=O)c3cnccn3)cc2c1 the results were AHR activator 4, proCasp7 act 11, proCasp3 act 4, RPL19A-GFP yeast 101, CIT2-GFP yeast 104, AGP1 TOR yeast 101, LAP4-GFP MLPCN 100 and MEP2-GFP yeast 101.
Screening O=c1oc(CCCO)cc2ccc(Br)cc12 returned AHR activator 0, proCasp7 act 5, proCasp3 act 4, RPL19A-GFP yeast 88, CIT2-GFP yeast 90, AGP1 TOR yeast 87, LAP4-GFP MLPCN 83 and MEP2-GFP yeast 90.
`O=C(CN1CCC2(CC1)OCCO2)c1c[nH]c2ccccc12` gave AHR activator 16, proCasp7 act 2, proCasp3 act 0, RPL19A-GFP yeast 101, CIT2-GFP yeast 99, AGP1 TOR yeast 101, LAP4-GFP MLPCN 108 and MEP2-GFP yeast 109.
For Nc1c(C(=O)c2ccccc2)sc(Nc2ccccc2)c1S(=O)(=O)c1ccccc1 the results were AHR activator -1, proCasp7 act 2, proCasp3 act 2, RPL19A-GFP yeast 94, CIT2-GFP yeast 98, AGP1 TOR yeast 93, LAP4-GFP MLPCN 94 and MEP2-GFP yeast 98.
`O=C1[C@@H]2C(c3ccccc3Cl)=NO[C@@H]2C(=O)N1Cc1ccccc1` gave AHR activator 3, proCasp7 act 12, proCasp3 act 0, RPL19A-GFP yeast 100, CIT2-GFP yeast 100, AGP1 TOR yeast 108, LAP4-GFP MLPCN 103 and MEP2-GFP yeast 108.
CCCN(CCC)CCN1C(=O)C2C(C(=O)Nc3ccc(C)cc3)C3C=CC2(O3)C1C(=O)NC1CCCCC1 (configuration not stated) was read as AHR activator 0, proCasp7 act 4, proCasp3 act 6, RPL19A-GFP yeast 98, CIT2-GFP yeast 98, AGP1 TOR yeast 100, LAP4-GFP MLPCN 96 and MEP2-GFP yeast 87.
O=C(c1ccc(N2CCN(C3CC(=O)N(Cc4cccs4)C3=O)CC2)cc1)c1cccnc1 (configuration not stated) was read as AHR activator 11, proCasp7 act -2, proCasp3 act -3, RPL19A-GFP yeast 97, CIT2-GFP yeast 103, AGP1 TOR yeast 104, LAP4-GFP MLPCN 114 and MEP2-GFP yeast 95.
`COc1ccc(C(=O)NCC(=O)OCc2ccc(Cl)cc2Cl)cc1OC` gave AHR activator 1, proCasp7 act 1, proCasp3 act 4, RPL19A-GFP yeast 88, CIT2-GFP yeast 76, AGP1 TOR yeast 87, LAP4-GFP MLPCN 90 and MEP2-GFP yeast 91.
`CC(C)(C)OC(=O)[C@H](CCCCN)NC(=O)c1nc[nH]c1C(=O)NCCCCCN` gave AHR activator 0, proCasp7 act -8, proCasp3 act 6, RPL19A-GFP yeast 99, CIT2-GFP yeast 76, AGP1 TOR yeast 86, LAP4-GFP MLPCN 131 and MEP2-GFP yeast 95.
Screening O=C(c1ccc(-c2ccc([N+](=O)[O-])cc2)o1)N1CCCCCCC1 returned AHR activator 1, proCasp7 act -11, proCasp3 act -8, RPL19A-GFP yeast 100, CIT2-GFP yeast 95, AGP1 TOR yeast 99, LAP4-GFP MLPCN 133 and MEP2-GFP yeast 103.
`O=C1CC(c2ccc3c(c2)OCO3)c2cc3c(cc2N1)OCO3` (configuration not stated) gave AHR activator 9, proCasp7 act 5, proCasp3 act -4, RPL19A-GFP yeast 108, CIT2-GFP yeast 114, AGP1 TOR yeast 118, LAP4-GFP MLPCN 102 and MEP2-GFP yeast 105.
Screening O=S(=O)(c1ccc(C2CCCCC2)cc1)N1CCCC1 returned AHR activator 1, proCasp7 act 5, proCasp3 act -14, RPL19A-GFP yeast 101, CIT2-GFP yeast 103, AGP1 TOR yeast 110, LAP4-GFP MLPCN 107 and MEP2-GFP yeast 109.
Screening Cn1ccnc1C(O)c1ccccc1 (configuration not stated) returned AHR activator 2, proCasp7 act 2, proCasp3 act 3, RPL19A-GFP yeast 89, CIT2-GFP yeast 88, AGP1 TOR yeast 92, LAP4-GFP MLPCN 93 and MEP2-GFP yeast 95.
`CC(Oc1ccccc1)C(=O)N1CCC2(CC1)Oc1ccc(Cl)cc1C(=O)C21CC(c2ccccc2)=NO1` (configuration not stated) gave AHR activator 2, proCasp7 act 6, proCasp3 act 1, RPL19A-GFP yeast 100, CIT2-GFP yeast 99, AGP1 TOR yeast 92, LAP4-GFP MLPCN 111 and MEP2-GFP yeast 91.
`COc1cc(/C=N/NC(=Nc2ccc(C)cc2)c2nc3ccccc3s2)ccc1O` gave AHR activator 21, proCasp7 act 11, proCasp3 act 6, RPL19A-GFP yeast 101, CIT2-GFP yeast 106, AGP1 TOR yeast 100, LAP4-GFP MLPCN 91 and MEP2-GFP yeast 104.
OCCNCCCCOc1ccccc1F was read as AHR activator -3, proCasp7 act -6, proCasp3 act 5, RPL19A-GFP yeast 97, CIT2-GFP yeast 97, AGP1 TOR yeast 106, LAP4-GFP MLPCN 111 and MEP2-GFP yeast 101.

Copied from the listing, three compounds:
O=C(c1ccc(N2CCN(C3CC(=O)N(Cc4cccs4)C3=O)CC2)cc1)c1cccnc1 (configuration not stated) was read as AHR activator 11, proCasp7 act -2, proCasp3 act -3, RPL19A-GFP yeast 97, CIT2-GFP yeast 103, AGP1 TOR yeast 104, LAP4-GFP MLPCN 114 and MEP2-GFP yeast 95.
`COc1ccc(C(=O)NCC(=O)OCc2ccc(Cl)cc2Cl)cc1OC` gave AHR activator 1, proCasp7 act 1, proCasp3 act 4, RPL19A-GFP yeast 88, CIT2-GFP yeast 76, AGP1 TOR yeast 87, LAP4-GFP MLPCN 90 and MEP2-GFP yeast 91.
`CC(C)(C)OC(=O)[C@H](CCCCN)NC(=O)c1nc[nH]c1C(=O)NCCCCCN` gave AHR activator 0, proCasp7 act -8, proCasp3 act 6, RPL19A-GFP yeast 99, CIT2-GFP yeast 76, AGP1 TOR yeast 86, LAP4-GFP MLPCN 131 and MEP2-GFP yeast 95.

Other results follow:
`Cc1ccc(C(C(=O)NCC2CCCO2)N(Cc2ccccc2)C(=O)c2ccc(-c3ccccc3)[nH]2)o1` (configuration not stated) gave AHR activator 15, proCasp7 act -3, proCasp3 act 4, RPL19A-GFP yeast 103, CIT2-GFP yeast 104, AGP1 TOR yeast 104, LAP4-GFP MLPCN 96 and MEP2-GFP yeast 98.
COc1ccccc1NS(=O)(=O)c1ccc2c(c1)CCN2C(=O)CCC(=O)O was read as AHR activator -1, proCasp7 act -6, proCasp3 act 7, RPL19A-GFP yeast 92, CIT2-GFP yeast 97, AGP1 TOR yeast 94, LAP4-GFP MLPCN 90 and MEP2-GFP yeast 84.
Screening CCCCNC(=O)N1CCc2[nH]c3ccccc3c2C1 returned RPL19A-GFP yeast 104, CIT2-GFP yeast 98, AGP1 TOR yeast 97, LAP4-GFP MLPCN 98 and MEP2-GFP yeast 109.
`O=C(CSc1nc(O)cc(=O)n1-c1ccccc1)Nc1ccc(Br)cn1` gave AHR activator 0, proCasp7 act 1, proCasp3 act -6, RPL19A-GFP yeast 91, CIT2-GFP yeast 91, AGP1 TOR yeast 97, LAP4-GFP MLPCN 95 and MEP2-GFP yeast 94.
For Cn1c(/C(C#N)=C2/CCCCCN2)nc2ccccc21 the results were AHR activator 68*, proCasp7 act -7, proCasp3 act 7, RPL19A-GFP yeast 96, CIT2-GFP yeast 102, AGP1 TOR yeast 101, LAP4-GFP MLPCN 108 and MEP2-GFP yeast 105.
Screening O=C(Nc1cccc2ccccc12)/C(Cl)=C/c1ccccc1 returned AHR activator 68*, proCasp7 act 14, proCasp3 act 4, RPL19A-GFP yeast 97, CIT2-GFP yeast 95, AGP1 TOR yeast 93, LAP4-GFP MLPCN 118 and MEP2-GFP yeast 100.
`O=C(NCC(c1ccco1)N1CCN(c2ccccc2)CC1)c1ccc2c(c1)OCO2` (configuration not stated) gave AHR activator 2, proCasp7 act 13, proCasp3 act 4, RPL19A-GFP yeast 101, CIT2-GFP yeast 105, AGP1 TOR yeast 105, LAP4-GFP MLPCN 101 and MEP2-GFP yeast 100.
`Cc1cccc(C(=O)Nc2nnc(S(=O)(=O)N3CCC(C)CC3)s2)c1` gave AHR activator 3, proCasp7 act 2, proCasp3 act 1, RPL19A-GFP yeast 99, CIT2-GFP yeast 99, AGP1 TOR yeast 96, LAP4-GFP MLPCN 102 and MEP2-GFP yeast 101.
O=C(O)c1[nH]nc2c1COc1ccccc1-2 was read as AHR activator 0, proCasp7 act 0, proCasp3 act -2, RPL19A-GFP yeast 101, CIT2-GFP yeast 93, AGP1 TOR yeast 109, LAP4-GFP MLPCN 106 and MEP2-GFP yeast 103.
Screening COc1ccccc1N(Cc1ccccc1)S(=O)(=O)c1cccc(C(=O)Nc2ccc(C)cn2)c1 returned AHR activator 10, proCasp7 act -6, proCasp3 act -13, RPL19A-GFP yeast 103, CIT2-GFP yeast 90, AGP1 TOR yeast 110, LAP4-GFP MLPCN 117 and MEP2-GFP yeast 100.
COCCn1c(=NC(=O)CSCC(=O)NC2CCCCC2)sc2cc(OC)ccc21 was read as AHR activator 1, proCasp7 act -5, proCasp3 act 1, RPL19A-GFP yeast 103, CIT2-GFP yeast 105, AGP1 TOR yeast 108, LAP4-GFP MLPCN 110 and MEP2-GFP yeast 105.

Source: PubChem (several laboratories)
